Assay outcomes as filed in PubChem.
Gli-Sufu antag = blocks Gli-Sufu signaling in a luciferase reporter. Sufu-KO-LIGHT fibroblasts, Gli luciferase reporter luminescence. inhibition, % at 5 µM. 340,000 compounds, 0.74% hits. AID 588413;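 active = inhibition above about 55%, limit read from the data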;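 also: 0% = DMSO-treated cells and 100% = wells with medium but no cells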
697 NFkB inh = lowers PMA/ionomycin-induced NF-kB signal in 697 B cells | 697 B-cell NF-kB luciferase reporter, 16 h | inhibition, % at 4 µM | 330,000 compounds, 0.33% hits | AID 435022; in the data active = inhibition above about 35%
UPR CHOP act = apoptotic UPR (CHOP) activation; CHO-CHOP luciferase reporter, luminescence; percent of tunicamycin response over DMSO baseline; activation, % at 10 µM; 330,000 compounds, 0.34% hits; AID 449763;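 active = at 10 µM dose, activation of 40% or more, normalized to positive control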;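 also: 100% = tunicamycin at 10 µg/mL and 0% = DMSO alone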
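System: CHO CHOP reporter cells. Amount: 500 cells per well. Buffer or medium: F12 medium, 10% FBS. Compound dosing: one dose, 10 µM in 0.5% DMSO. Incubation: 6 h compound exposure at 37 °C after overnight seeding. Technique: Steady-Glo luciferase luminescence. Benchmarks: tunicamycin and DMSO controls.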
EBI2 antag = blocks human EBI2 receptor beta-arrestin signaling. 360,000 compounds, 0.81% hits. EBI2 beta-arrestin recruitment, luminescence, 7a,25-OHC stimulated. inhibition, % at 5 µM; in the data active = inhibition above about 38%;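 also: enzyme fragment complementation signal reports receptor beta-arrestin coupling in cells; 0% = agonist plus DMSO wells and 100% = wells without agonist; some results beyond the cut were filed as inactive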
Target sequence (P32249 whole entry, looked up, the tested form may be a part): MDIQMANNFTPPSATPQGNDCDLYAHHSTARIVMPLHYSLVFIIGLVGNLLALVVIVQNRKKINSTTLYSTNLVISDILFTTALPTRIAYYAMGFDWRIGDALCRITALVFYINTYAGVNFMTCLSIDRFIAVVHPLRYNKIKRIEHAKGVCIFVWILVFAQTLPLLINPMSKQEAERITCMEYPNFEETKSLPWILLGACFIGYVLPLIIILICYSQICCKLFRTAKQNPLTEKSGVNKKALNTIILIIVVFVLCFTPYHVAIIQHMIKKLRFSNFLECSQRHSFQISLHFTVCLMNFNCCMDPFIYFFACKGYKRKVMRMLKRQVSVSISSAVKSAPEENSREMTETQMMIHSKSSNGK
Jurkat NFkB inh = inhibitors of the PMA/ionomycin-induced NF-kB reporter in Jurkat cells. PMA/ionomycin-induced NF-kB luciferase reporter, luminescence. inhibition, % at 4 µM. 330,000 compounds, 0.53% hits; in the data active = inhibition above about 50%
Mdm2-MdmX inh = disrupts the human Mdm2-MdmX interaction; O15151+Q00987; SaOS-2 split-luciferase Mdm2/MdmX complementation, luminescence; inhibition, % at 8 µM; 330,000 compounds, 3% hits; AID 485346;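 active = inhibition of at least 50% at 8 µM in the primary screen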
CCR6 antag = antagonists of human CCR6 receptor | CHO-K1 CCR6 PathHunter beta-arrestin, luminescence, CCL20-stimulated | inhibition, % at 20 µM | P51684 | AID 493098 | 340,000 compounds, 0.49% hits;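 active = compounds whose inhibition of the agonist-driven luminescence signal at 20 µM reaches about 50%, limit read from the data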;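 also: cells stimulated with CCL20 at 14 nM final; plate controls were DMSO with CCL20 for no effect and DMSO without agonist for full effect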
Target sequence (P51684 whole entry, looked up): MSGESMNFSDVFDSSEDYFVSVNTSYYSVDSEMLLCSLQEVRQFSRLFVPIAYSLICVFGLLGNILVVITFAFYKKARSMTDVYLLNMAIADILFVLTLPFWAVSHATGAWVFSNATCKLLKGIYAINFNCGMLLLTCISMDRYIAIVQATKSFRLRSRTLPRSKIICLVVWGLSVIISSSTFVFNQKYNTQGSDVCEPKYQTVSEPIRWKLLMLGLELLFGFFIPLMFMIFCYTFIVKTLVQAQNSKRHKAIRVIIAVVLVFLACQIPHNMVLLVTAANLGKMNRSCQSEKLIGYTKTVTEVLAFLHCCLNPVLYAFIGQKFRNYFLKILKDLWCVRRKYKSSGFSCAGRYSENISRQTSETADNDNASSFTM
XBP1 UPR activ = activators of adaptive arm of unfolded protein response (XBP1) | CHO-XBP1 luciferase reporter, IRE1-XBP1 UPR activation, luminescence; percent of tunicamycin response, DMSO as zero | activation, % at 20 µM | 330,000 compounds, 0.33% hits;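 active = versus positive control, 20 µM dose yields 30% or more activation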;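 also: 100% = tunicamycin at 10 µg/mL and 0% = DMSO only wells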
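Test system: CHO-XBP1 luciferase reporter cells | Buffer or medium: Serum-containing F12 medium, 10% FBS | Schedule: 6 h compound exposure at 37 °C, 5% CO2 | Detection: Steady-Glo luciferase glow luminescence, 10 min after reagent addition | Read-out basis: Activation, % of tunicamycin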
CXCR6 block = blocks human CXCR6 beta-arrestin recruitment; inhibition, % at 20 µM; 360,000 compounds, 0.36% hits; O00574; CHO-K1 PathHunter CXCR6 beta-arrestin, luminescence; in the data active = inhibition above about 34%, passing the limit was not always enough;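 also: antagonist mode with CXCL16 agonist at 10 nM final; 0% = 10 nM CXCL16 with DMSO and 100% = unstimulated wells without agonist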
Active calls of the source: *; · = no result given.

Fields: Gli-Sufu antag, 697 NFkB inh, UPR CHOP act, EBI2 antag, Jurkat NFkB inh, Mdm2-MdmX inh, CCR6 antag, XBP1 UPR activ, CXCR6 block
(1) CCN(CC)S(=O)(=O)c1ccc2c(c1)nc(SCC(=O)NCC1CCCO1)n2CC (configuration not stated)
  -1, 7, 0.9, 8, 19, 0, 5, -1, -2
(2) NS(=O)(=O)c1cc(C(=O)OCCNC(=O)c2ccccc2)c(Cl)cc1Cl
  6, -1, 0.9, -9, 13, 6, 0, -1, 2
(3) O=C(CCCSc1nc2ccccc2[nH]1)N1CCN(c2ccccc2)CC1
  3, -10, -0.2, -8, -8, 7, 3, -2, -13
(4) COc1ccc(S(=O)(=O)NC2CC3CCC2C3)cc1Cl (configuration not stated)
  1, 2, -0.6, -1, 10, 18, 18, -2, 3
(5) Cc1cc(C)nc(Nc2n[nH]c(-c3ccccc3Br)n2)n1
  -25, 8, 6.5, 5, -16, 20, 8, 5, -1
(6) COc1ccccc1-n1c(CNC(=O)COc2ccccc2)n[nH]c1=S
  -9, 5, 0.5, 2, -6, 10, 1, -3, -4
(7) Cc1cc(C)c2cc(CN(CCO)C(=O)NC3CCCCC3)c(=O)[nH]c2c1
  1, 7, -0.4, 0, -15, 11, -9, -3, -14
(8) O=C(CN1CCN(Cc2ccccc2)CC1)Nc1ccc(Cl)cn1
  1, 3, -2.4, -1, 7, 15, -4, 1, -2
(9) COc1cc(-c2nc3sc(C)c(C)c3c(=O)o2)cc(OC)c1OC
  2, 14, 0.9, 11, 5, 2, -1, 1, 17
(10) Cc1ccc(N=C2SC(C(=O)NCCc3ccccc3)CC(=O)N2C)cc1C (configuration not stated)
  9, -5, -0.8, 17, -8, -3, 12, 0, 3
(11) O=C(NC(=S)Nc1ccc(S(=O)(=O)Nc2ccccc2)cc1)C1CC1
  1, -14, 0.1, -11, -9, 15, 2, -3, 7
(12) Cc1ccc(N/C(=N/S(=O)(=O)c2cccs2)c2ccccc2)c(C)c1
  -4, -11, 0.2, -2, -5, 35, 8, -1, 5
(13) O=C(COC(=O)c1ccccc1)NCC1CCCO1 (configuration not stated)
  -10, 12, 5.4, 0, -24, -10, -12, 4, 1
(14) Cc1ccccc1NC(=O)Cn1c(C)nc2ccc(N)cc2c1=O
  11, 18, -0.4, -6, -1, 11, 5, -8, 1
(15) COc1ccc(S(N)(=O)=O)cc1C(=O)OCC(=O)NC(C)(C#N)C1CC1 (configuration not stated)
  17, 0, 0.7, 0, 12, -32, -20, 0, -1
(16) CCOc1ccc(CCNC(=O)c2c(C)noc2C)cc1OCC
  -4, 17, 1.3, 3, 15, 4, 8, 1, -3
(17) COc1ccc(-n2nc([N+](=O)[O-])c(=NC3CCN(Cc4ccccc4)CC3)n2O)cc1
  38, -7, -0.5, -25, -4, 7, -16, 2, -21
(18) Cc1n[nH]c(C)c1CCC(=O)N/N=C/c1c[nH]c2ccccc12
  7, 19, 1.2, -2, 5, 18, -12, 1, 2
(19) O=C1C2C3C=CC(C3)C2C(=O)N1c1nccs1 (configuration not stated)
  -20, 19, -1.1, -2, 5, 10, -6, -3, 3
(20) Cc1ccc2c(c1)N=C(c1ccc(Cl)cc1)CO2
  -32, -193, 6.0, 0, -142, -117, -8, -1, -10
(21) CCN(CC(=O)Nc1c(F)cccc1F)C(=O)C1CC(=O)N(CCc2ccccc2)C1 (configuration not stated)
  -6, 16, 1.2, -14, 14, -7, -1, -2, 8
(22) CCCC(C)NC(=O)c1ccc(C2SCC(=O)N2Cc2ccco2)cc1 (configuration not stated)
  1, 9, 1.0, 1, -20, -9, 16, 2, 6
(23) CC(=O)Nc1ccc(-c2nnc(SCC(=O)n3c4c(c5ccccc53)CCCC4)n2C)cc1
  -15, ·, ·, 13, ·, ·, 10, ·, 6
(24) COc1ccc(C(=O)N/C(=C\c2cn(C)c3ccccc23)C(=O)N2CCOCC2)cc1OC
  ·, -3, 1.6, 2, -7, 22, 13, -4, -3
(25) COC(=O)CNC(=O)Cn1cnc2sc(C)c(S(=O)(=O)N3CCC(C)CC3)c2c1=O
  6, -13, 3.7, -13, -4, -5, -2, -2, -3
(26) Cc1c(C(=O)OCCOc2ccc(Br)cc2)sc(=S)n1C
  1, 7, -0.5, 16, -11, 4, 4, -1, 12
(27) COc1ccccc1OCc1ccc(C(=O)N2CCN(C(=O)c3ccco3)CC2)cc1
  22, 9, -1.3, 4, 9, -3, -3, -6, 9
(28) CC1CCC(C(C)C)C(OC(=O)Cn2nnc3c(cnn3-c3ccccc3)c2=O)C1 (configuration not stated)
  2, 3, 2.7, 19, 7, -13, 5, 1, 2
(29) CC(C)C(=O)Nc1nnc(CCN2CCCCC2)s1
  9, 12, -1.8, -3, -1, -3, -14, 0, -2
(30) Cc1cc(C)c(NC(=O)C(=O)NCc2ccco2)c(C)c1
  -7, 10, 1.5, -2, 1, 6, 6, 0, 5

Grouped by structure: the compounds so far with bromine.
Fields: Gli-Sufu antag, 697 NFkB inh, UPR CHOP act, EBI2 antag, Jurkat NFkB inh, Mdm2-MdmX inh, CCR6 antag, XBP1 UPR activ, CXCR6 block
(5) Cc1cc(C)nc(Nc2n[nH]c(-c3ccccc3Br)n2)n1
  -25, 8, 6.5, 5, -16, 20, 8, 5, -1
(26) Cc1c(C(=O)OCCOc2ccc(Br)cc2)sc(=S)n1C
  1, 7, -0.5, 16, -11, 4, 4, -1, 12

Other records
Fields: Gli-Sufu antag, 697 NFkB inh, UPR CHOP act, EBI2 antag, Jurkat NFkB inh, Mdm2-MdmX inh, CCR6 antag, XBP1 UPR activ, CXCR6 block
(31) CCc1ccc(/C=N/NC(=O)c2cc(-c3ccncc3)nc3ccccc23)s1
  22, -75, -1.4, 1, 63*, 52*, 17, 19, 2
(32) Cc1csc(NC(=O)C(NS(=O)(=O)c2ccc(Br)s2)c2ccccc2)n1 (configuration not stated)
  4, 3, 0.7, 6, -7, 6, 16, 1, 3
(33) N#Cc1cnn(-c2ccc(F)cc2)c1N
  5, -10, -0.9, -20, -10, 18, -1, 3, -5
(34) Nc1cccc(-c2nc3ccccc3s2)c1
  -102, -128, 0.1, -5, -102, -156, -8, -3, -8
(35) Cc1nn(C(C)C(=O)O)c2ccccc12 (configuration not stated)
  -1, 23, -3.1, -8, 4, 4, -6, 0, -3
(36) CC(=O)c1ccc(N(C)C)c2c(N(C)C)cccc12
  8, 0, -1.5, 4, -16, 16, -15, 1, -8
(37) CCC(=O)N1CCc2cc(S(=O)(=O)NC(Cc3ccccc3)C(=O)NC3CCCCC3)ccc21 (configuration not stated)
  -1, ·, ·, 3, ·, ·, 3, ·, -9
(38) NNc1nccc(Nc2ccccc2C(=O)O)n1
  -4, -32, 0.5, -4, -1, -12, 17, -1, 17
(39) Cc1ccc(CC(=O)Nc2ccncc2)cc1
  50, -5, 0.6, -4, 33, -5, -8, -3, -8
(40) CC[C@H](C)[C@H]1CNC(=S)N1CC1CCN(CC2CCC(C)CC2)CC1 (some centres not stated)
  12, ·, ·, -5, ·, ·, 3, ·, -1
(41) CCN1C/C(=C/c2ccc(N3CCOCC3)cc2)C(=O)/C(=C/c2ccc(N3CCOCC3)cc2)C1
  6, ·, ·, 16, ·, ·, 31, ·, 0
(42) COc1ccc(S(=O)(=O)/C(C#N)=C/Nc2ccc(NC(C)=O)cc2)cc1
  8, -4, -0.2, -5, 0, 22, -1, 0, -3
(43) CC(C)CCn1cnc2c(oc3nc4c(cc32)CCCC4)c1=O
  -31, -162, -3.9, 8, -85, -26, -7, -7, 1
(44) CNC(=S)N(CCCn1ccnc1)Cc1c(F)cccc1Cl
  16, 10, 2.0, -9, 15, 15, 15, -2, 15
(45) CCOC(=O)CCC(=O)N1CCOCCOCCN(C(=O)CCC(=O)OCC)CCOCC1
  0, 16, 1.1, -2, 6, -2, 9, 0, -10
(46) Cc1ccn2c(Nc3ccccc3C)c(-c3cccnc3)nc2c1
  8, 8, -0.8, 1, 8, 24, -3, 4, -6
(47) CCN(CCCNC(=O)Cn1ncc2c([nH]c3ccccc32)c1=O)Cc1ccccc1
  26, 3, -2.7, 1, -1, 17, 12, -2, 0
(48) Cc1c(NC(=O)c2cc(-c3ccc(O)cc3)on2)c(=O)n(-c2ccccc2)n1C
  1, -2, -2.7, -1, 1, 8, 10, -1, -8
(49) Cc1c(S(=O)(=O)N2CCC(C)CC2)c(=O)n(C)c(=O)n1C
  9, 2, 0.4, -4, 5, 5, 9, -1, 4
(50) CC(C)c1ccc(/C=C/C(=O)NC(=S)NN2CCOCC2)cc1
  34, 1, 3.7, 8, 3, 3, 8, 2, -6
(51) Cc1cc(C(=O)OCC(=O)Nc2cc(C(F)(F)F)ccc2N2CCOCC2)c(C)o1
  14, -10, -2.2, 23, 0, 21, 8, 0, 6
(52) CCOc1nc2ccccc2nc1NS(=O)(=O)c1ccccc1
  -3, 12, 0.4, 5, 10, -2, 4, -4, 2
(53) COc1ccc(S(=O)(=O)N2CCCC2)c(C)c1C
  -9, 15, -1.7, -3, -4, 23, 20, 0, 6
(54) Cc1ccc(-n2c(N)c(C#N)c(-c3ccc(Cl)cc3)c(C#N)c2=O)cc1
  7, 8, -1.1, -3, -5, 0, 5, -2, 14
(55) O=C(Nc1ccccn1)c1ccc(Br)c(S(=O)(=O)N2CCCCC2)c1
  12, -1, 0.3, -6, 10, 12, 1, -4, 1
(56) COc1ccc(NC(=O)c2c(-c3c(Cl)cccc3Cl)noc2C)cn1
  -16, 0, -0.6, 7, -3, 14, 10, -8, 4
(57) Cc1nnc(SCCN2CCOCC2)n1C
  -1, -5, 3.0, 2, -2, 0, 0, -2, -2
(58) O=C(O)C1CCCCC1C(=O)Nc1nc(-c2cccs2)cs1 (configuration not stated)
  9, -16, 0.3, -3, -12, 1, -4, -1, 3
(59) Cc1ccc(N(Cc2cc3ccccc3[nH]c2=O)C(=O)c2cccs2)cc1
  8, -2, 1.0, 5, -3, -12, 20, -1, 5
(60) COc1ccc2c(c1)cc(C(=O)N[C@H](C(=O)N1CCC[C@H]1C(=O)O)C(C)C)n2C
  3, 15, 0.8, -4, 0, -12, 6, -2, -2
(61) Cc1ccc(C(=O)OCC(=O)N(Cc2ccccc2)C(C)C)cc1C
  2, 7, -1.0, 8, -8, 27, 19, -1, 11
(62) COc1ccc(Nc2cc(Nc3ccccc3)ncn2)cc1
  -61, -62, 6.2, 0, -90, -47, 9, 4, 0
